From PubChem BioAssay
FUS suppressor: qHTS for Suppressors of FUS Proteinopathy: Primary screen using FUS-linked yeast assay. S. cerevisiae FUS-expressing, growth rescue, OD600, 24 h. Potency, µM (highest dose often 76.6 µM), for the others: top-dose growth rescue (activation), usual class: activators. 390,000 tested, 0.24% active. AID 1347120, 2019;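 note: plate controls were DMSO vehicle for no effect and reference control for full effect; nearly all actives have a fitted effect of over 55% in size; some results filed as inactive show a strong effect at the top dose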
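Absorbance at 600 nm, taken 24hr after compound addition, measured rescue of FUS-yeast growth at 30C. Induction used 2% galactose with seeding at OD 0.005. Controls: CP55940 from 92uM final, DMSO only.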
PTHR1 ag: qHTS for PTHR1 Agonists: Primary Screen; Potency, µM (titrated, usually from 115 µM), for inactives: at the top dose activation, usual class: activators; Parathyroid hormone/parathyroid hormone-related peptide receptor (Homo sapiens), Q03431; AID 743266, 2014; HEK293 GP2 PTHR1 cells, GloSensor cAMP luminescence, 1 h; 410,000 tested, 0.075% active; note: nearly all actives have a fitted effect of over 55% in size; some results filed as inactive show a strong effect at the top dose; inactives centre near -15; many of its hits are not listed in these tables
Target sequence (Q03431 whole entry, looked up): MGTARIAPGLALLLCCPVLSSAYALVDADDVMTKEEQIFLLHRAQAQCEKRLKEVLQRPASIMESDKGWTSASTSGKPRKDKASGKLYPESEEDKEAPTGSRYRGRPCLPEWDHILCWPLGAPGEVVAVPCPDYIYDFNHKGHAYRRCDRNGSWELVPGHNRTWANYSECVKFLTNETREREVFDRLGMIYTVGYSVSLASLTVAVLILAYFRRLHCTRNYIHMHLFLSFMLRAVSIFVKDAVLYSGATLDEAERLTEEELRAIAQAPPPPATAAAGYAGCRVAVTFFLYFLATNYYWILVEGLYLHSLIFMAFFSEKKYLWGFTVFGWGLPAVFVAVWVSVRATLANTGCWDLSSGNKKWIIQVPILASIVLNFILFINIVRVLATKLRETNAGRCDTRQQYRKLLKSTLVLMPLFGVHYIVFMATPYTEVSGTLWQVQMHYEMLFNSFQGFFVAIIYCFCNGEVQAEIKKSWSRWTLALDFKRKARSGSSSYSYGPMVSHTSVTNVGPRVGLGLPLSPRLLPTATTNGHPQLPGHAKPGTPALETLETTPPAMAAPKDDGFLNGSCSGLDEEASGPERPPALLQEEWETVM
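HEK-293-derived GP2 cells expressing PTHR1 and a GloSensor cAMP reporter, 3,000/well, plated overnight, given luciferin plus IBMX (each 0.5 mM as added) for 1 h at 37 °C, then compound for 1 h at 37 °C. Luminescence was read after 15 min at room temperature.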
aSyn yeast inh: qHTS of alpha-syn Inhibitors; AID 652106, 2013; 370,000 tested, 0.14% active; Yeast expressing alpha-synuclein, growth rescue, BacTiter-Glo, 24 h; Potency, µM (highest dose often 46.1 µM), inactives show top-dose growth rescue (activation), usual class: activators; note: % of control where 0% means no effect; nearly all actives have a fitted effect of over 65% in size
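Readout is rescue of growth in alpha-synuclein-expressing yeast, so inhibitors of toxicity appear as activators. Growth after 24 hr at 30 deg C in galactose medium is quantified by luminescence.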
EPAC1 antag: qHTS for Antagonist of cAMP-regulated guanine nucleotide exchange factor 3 (EPAC1): primary screen. Rap guanine nucleotide exchange factor 3 (Homo sapiens), O95398. EPAC1 GEF assay, Rap1b-BODIPY-GDP exchange fluorescence. Potency, µM (series often up to 115 µM), for the others: at the top dose activity change, negative = inhibition, usual class: inhibitors. 360,000 tested, 0.14% active;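 note: plate controls were vehicle for no effect and positive control for full effect; nearly all actives have a fitted effect of over 50% in size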
TDP-43 yeast inh: qHTS of TDP-43 Inhibitors; TDP-43 expressing yeast growth rescue, BacTiter-Glo, 24 h; Potency, µM (series often up to 46.1 µM), for the others: top-dose growth rescue (activation), actives largely listed as activators; 410,000 tested, 1.8% active; note: % of control where 0% means no effect; nearly all actives have a fitted effect of over 50% in size
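In this qHTS, compounds that restore growth of yeast expressing TDP-43 appear as activators. Cells (OD600=0.02, galactose medium, raffinose-pregrown) are incubated with compound 24 hr at 30 deg C and growth is quantified by BacTiter-Glo.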
EPAC2 ag: qHTS for Agonist of cAMP-regulated guanine nucleotide exchange factor 4 (EPAC2): primary screen | EPAC2 activation, biochemical qHTS; response scale: 100% = 6.5 mM cAMP response | AID 720711, 2013 | 360,000 tested, 0.079% active | Rap guanine nucleotide exchange factor 4 (Homo sapiens), Q8WZA2 | Potency, µM (series often up to 154 µM), without a hit: at the highest dose activation, hits mostly activators; note: nearly all actives have a fitted effect of over 50% in size
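Nucleotide exchange monitored as fluorescence drop when BODIPY-GDP leaves Rap1B. Reaction: 100 nM EPAC2, 250 nM RAP1B-BODIPY-GDP, 50 uM GDP, room temperature, kinetic read over 30 min. Activity expressed relative to 6.5 mM cAMP.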
EPAC1 agonist: qHTS for Agonist of cAMP-regulated guanine nucleotide exchange factor 3 (EPAC1): primary screen. Rap guanine nucleotide exchange factor 3 (Homo sapiens), O95398. EPAC1 agonist qHTS, biochemical assay; response scale: 100% = response to 6.5 mM cAMP. Potency, µM (top dose mostly 154 µM), for inactives: at the highest dose activation, hits mostly activators. 360,000 tested, 0.073% active. AID 720707, 2013; note: nearly all actives have a fitted effect of over 60% in size
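Multi-concentration qHTS readout: loss of Rap1B-bound BODIPY-GDP fluorescence driven by 100 nM EPAC1 with excess GDP (50 uM), monitored kinetically at room temperature; agonist response expressed relative to 6.5 mM cAMP.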
EPAC2 antagonist: qHTS for Antagonist of cAMP-regulated guanine nucleotide exchange factor 2 (EPAC2): primary screen | Rap guanine nucleotide exchange factor 4 (Homo sapiens), Q8WZA2 | EPAC2 GEF exchange of Rap1B-BODIPY-GDP, fluorescence | Potency, µM (doses to about 114 µM), inactives show at the top dose activity, negative = inhibition, actives largely listed as inhibitors | 360,000 tested, 0.18% active; note: % is set by controls: 0 for no effect and ±100 for the full control effect; nearly all actives have a fitted effect of over 45% in size; many of its hits are not listed in these tables
* hit, by the source's call; i = inactive; ? = inconclusive; nt = no result given; [ ] = remark or other dose. Calls come from the whole dose curve; as a rule, active = well fitted curve in the direction sought with a large enough effect; inconclusive = small, poorly fitted or top-dose-only effect, or another doubt; inactive = no such curve, though single readings can be large; an effect the other way counts as inactive or inconclusive. Potency is the fitted concentration of half-maximal effect. An excerpt; count on the stated rates, not on these rows.

Start of the data: the first eleven entries, to show the layout:
SMILES | FUS suppressor | PTHR1 ag | aSyn yeast inh | EPAC1 antag | TDP-43 yeast inh | EPAC2 ag | EPAC1 agonist | EPAC2 antagonist
Cc1cc(-n2c(SCCC#N)nnc2-c2cccnc2)ccc1Cl | 7% | i | 4% | 0% | -7% | 13% | 0% | 12%
CCC(CC)NC(=O)/C=C/c1cccc([N+](=O)[O-])c1 | nt | -26% | 2% | 8% | -18% | 7% | 1% | -2%
Cc1ccnc(NS(=O)(=O)c2ccc(NC(=O)C3COc4ccccc4O3)cc2)n1 (configuration not stated) | -4% | i | 1% | 4% | -11% | 2% | -10% | 2%[57.1 µM]
COCCNC(=O)C1(C)CCCN(Cc2ccc(-n3ccnc3)cc2)C1 (configuration not stated) | -15% | i | -3% | -14% | 25% | 2% | -13% | 6%
OCCNc1ncnc2c1nnn2Cc1ccccc1Cl | -15% | ? | -1% | -19% | 12% | 2% | -8% | -8%
Cc1ccccc1NC(=O)CSc1nc(=O)n(CCN2CCOCC2)c2c1CCCC2 | 18% | -10% | 0% | -2% | 11% | 0% | ? | 13%
CN1CCN(C(c2ccc(F)cc2)c2nnnn2Cc2cccs2)CC1 (configuration not stated) | 17% | i | 1% | 15% | -7% | -2% | 0% | 6%
O=C(CSCc1cccc(Cl)c1)N1CCN(Cc2ccc3c(c2)OCO3)CC1 | 15% | i | 0% | 4% | -17% | 19% | -1% | 0%
OC[C@@H]1CN(Cc2cccs2)C[C@H](n2cnc3c(NCc4ccncc4)ncnc32)O1 | 4% | -16% | 2% | 0% | 17% | 5% | 8% | 26%
C=CCOC(=O)C1=C(C)NC(=S)NC1/C=C/c1ccccc1 (configuration not stated) | 21% | -23% | -11% | 9% | -22% | 0% | -3% | 19%
O=C(Nc1ccc(N2CCCCC2)cc1)c1cccnc1Cl | 42% | -26% | -3% | 16% | -22% | 6% | 4% | 12%

The whole of this part, from the start:
SMILES | FUS suppressor | PTHR1 ag | aSyn yeast inh | EPAC1 antag | TDP-43 yeast inh | EPAC2 ag | EPAC1 agonist | EPAC2 antagonist
Cc1cc(-n2c(SCCC#N)nnc2-c2cccnc2)ccc1Cl | 7% | i | 4% | 0% | -7% | 13% | 0% | 12%
CCC(CC)NC(=O)/C=C/c1cccc([N+](=O)[O-])c1 | nt | -26% | 2% | 8% | -18% | 7% | 1% | -2%
Cc1ccnc(NS(=O)(=O)c2ccc(NC(=O)C3COc4ccccc4O3)cc2)n1 (configuration not stated) | -4% | i | 1% | 4% | -11% | 2% | -10% | 2%[57.1 µM]
COCCNC(=O)C1(C)CCCN(Cc2ccc(-n3ccnc3)cc2)C1 (configuration not stated) | -15% | i | -3% | -14% | 25% | 2% | -13% | 6%
OCCNc1ncnc2c1nnn2Cc1ccccc1Cl | -15% | ? | -1% | -19% | 12% | 2% | -8% | -8%
Cc1ccccc1NC(=O)CSc1nc(=O)n(CCN2CCOCC2)c2c1CCCC2 | 18% | -10% | 0% | -2% | 11% | 0% | ? | 13%
CN1CCN(C(c2ccc(F)cc2)c2nnnn2Cc2cccs2)CC1 (configuration not stated) | 17% | i | 1% | 15% | -7% | -2% | 0% | 6%
O=C(CSCc1cccc(Cl)c1)N1CCN(Cc2ccc3c(c2)OCO3)CC1 | 15% | i | 0% | 4% | -17% | 19% | -1% | 0%
OC[C@@H]1CN(Cc2cccs2)C[C@H](n2cnc3c(NCc4ccncc4)ncnc32)O1 | 4% | -16% | 2% | 0% | 17% | 5% | 8% | 26%
C=CCOC(=O)C1=C(C)NC(=S)NC1/C=C/c1ccccc1 (configuration not stated) | 21% | -23% | -11% | 9% | -22% | 0% | -3% | 19%
O=C(Nc1ccc(N2CCCCC2)cc1)c1cccnc1Cl | 42% | -26% | -3% | 16% | -22% | 6% | 4% | 12%
CN(Cc1nc2ccccc2c(=O)[nH]1)Cc1nc2ccsc2c(=O)[nH]1 | 17% | -25% | -7% | -2% | 13% | 0% | 0% | 8%
O=C1CN(/N=C/c2ccc([N+](=O)[O-])o2)C(=O)N1 | -35% | -6% | 5% | -3% | 0% | 17% | -6% | -13%
CC1CN(CC(=O)Nc2nc3ccccc3s2)CC(C)O1 (configuration not stated) | 14% | -20% | 1% | -7% | 11% | -6% | -3% | -2%
O=C(O)c1ccc(Nc2ncnc3ccccc23)cc1 | 11% | i | -1% | ? | 14% | 7% | -5% | -2%
CC(=O)Nc1cccc(NC(=O)C2CC(=O)N(C3CCCCC3)C2)c1 (configuration not stated) | nt | -1% | 4% | -1% | 20% | 0% | 0% | -7%
CC1(c2ccc3ccccc3c2)NC(=O)N(CC(=O)N2CCN(S(=O)(=O)c3ccccc3F)CC2)C1=O (configuration not stated) | nt | -55% | -4% | 2% | -4% | 3% | 9% | -1%
Cc1ccc2nc(N3CCN(C(=O)CCCC(=O)O)CC3)nc(-c3ccccc3)c2c1 | -15% | i | 16% | -21% | 25% | 1% | -5% | -13%
COC(=O)c1ccccc1NC(=O)CSc1nnnn1CC(=O)O | 2% | i | -4% | -7% | 0% | 6% | 11% | 1%
O=C(COC(=O)C1COc2ccccc2O1)Nc1cccc(F)c1 (configuration not stated) | -22% | -19% | 3% | 13% | 17% | 4% | 1% | -8%

Taken from above (two entries):
SMILES | FUS suppressor | PTHR1 ag | aSyn yeast inh | EPAC1 antag | TDP-43 yeast inh | EPAC2 ag | EPAC1 agonist | EPAC2 antagonist
COC(=O)c1ccccc1NC(=O)CSc1nnnn1CC(=O)O | 2% | i | -4% | -7% | 0% | 6% | 11% | 1%
O=C(COC(=O)C1COc2ccccc2O1)Nc1cccc(F)c1 (configuration not stated) | -22% | -19% | 3% | 13% | 17% | 4% | 1% | -8%

The list continues:
SMILES | FUS suppressor | PTHR1 ag | aSyn yeast inh | EPAC1 antag | TDP-43 yeast inh | EPAC2 ag | EPAC1 agonist | EPAC2 antagonist
COc1cccc(C2=NN(C(C)=O)C(c3cccs3)C2)c1 (configuration not stated) | 6% | -13% | 16% | 6% | ? | 0% | -3% | ?
COc1ccccc1S(=O)(=O)Nc1cc(S(=O)(=O)N2CCCCC2)ccc1N1CCOCC1 | 26% | -2% | 1% | -29% | nt | 3% | 11% | 3%
COc1ccc(CCn2c(N)c(S(=O)(=O)c3cccs3)c3nc4ccccc4nc32)cc1OC | -13% | 0%[57.5 µM] | 3% | 4% | -9% | 16% | 3% | -2%
CCOc1ccc(N(C)S(=O)(=O)c2ccc(C)c(C(=O)NCc3ccccc3OC)c2)cc1 | 25% | -61%[inhibitor] | 0% | -6% | 14% | 11% | 10% | -8%
COc1ccc(/C=C(\NC(=O)c2ccccc2)C(=O)N2CCCCC2)cc1OC | -1% | i | 6% | -1% | 15% | 2% | -6% | 4%
Oc1ccc(C[C@H]2CNCCN2CCc2cccc3ccccc23)cc1 | -7% | -14% | -5% | -1% | 4% | -3% | -4% | 1%
COC(=O)C1=CN(c2ccc(F)c(F)c2)C=C(C(=O)OC)C1c1ccc([N+](=O)[O-])cc1 | 10% | -16% | -1% | 5% | 4% | 4% | -6% | -3%
COc1cccc(CN(CC2CCCO2)S(=O)(=O)c2ccc(-n3cnnn3)c(OC)c2)c1 (configuration not stated) | 21% | 0% | -3% | -13% | -23% | 17% | 12% | -8%
O=C(Nc1ccc(F)cc1F)C1CCN(c2ncnc3c2sc2cccc(F)c23)CC1 | 2% | -52%[inhibitor] | 1% | 2% | 17% | 0% | -1% | -7%
Cc1nc(N)sc1N=Nc1c(C)n(C)n(-c2ccccc2)c1=O | 8% | i | 3% | -1% | 6% | 6% | 4% | 1%
COC(=O)c1ccc(CSc2nc3ccc(S(=O)(=O)N4CCOCC4)cc3[nH]2)cc1 | 7% | -11% | 7% | -15% | 21% | 9% | 15% | -3%
O=C(O)c1ccc[nH]c1=S | -2% | i | 5% | 5% | 8% | -3% | 4% | 0%
Cc1ccc(C(=O)NCCc2ccc(F)cc2)s1 | 1% | -44%[inhibitor] | -7% | -18% | 19% | 1% | 3% | -7%
COC(=O)c1cc2c(ccn2C)n1C | 9% | i | 3% | 0% | 14% | 3% | -4% | -2%
Clc1cccc(CNc2ccn3nc(-c4cccs4)cc3n2)c1 | 38% | -16% | ? | -8% | 18µM* | 18% | 5% | -16%
CCC(=O)OCc1cc(=O)oc2ccc3ccccc3c12 | 13% | i | 2% | 25% | -10% | 4% | 3% | 2%
COC(=O)c1ccc(NC(=O)CN(c2ccc(C)cc2)S(=O)(=O)c2c(C)n[nH]c2C)cc1 | 9% | i | -2% | -5% | -17% | -7% | -1% | -6%
CCOC(=O)C1CCN(S(=O)(=O)c2ccc(Cl)cc2)CC1 | 10% | 29% | 3% | -10% | 0% | -4% | -13% | -4%
COc1ccc(C(=O)NC2CC2)cc1OC1CCN(Cc2ccccc2O)CC1 | nt | -24% | -6% | 9% | 5% | 3% | 1% | 1%
O=C(C[C@H]1C/C=C\C[C@H](Cc2ccc(F)cc2)C(=O)O[C@@H](c2ccccc2)CNC1=O)NCCO | 16% | i | -6% | 2% | 21% | 3% | -23% | 10%
CCN(CC(=O)Nc1ccc(OC)c(OC)c1)S(=O)(=O)c1ccc(C)cc1 | -8% | -15% | 0% | -3% | 14% | 12% | -1% | -7%
C=CC[C@@H](CC(=O)NCCO)C(=O)N[C@H](COC(=O)[C@@H](CC=C)Cc1ccc(F)cc1)Cc1c[nH]c2ccccc12 | ? | -7% | 1% | -10% | 15% | 5% | -7% | -12%
O=C(O)c1cccc(Oc2ncnc3sc4c(c23)CCCC4)c1 | -8% | -8% | -1% | -12% | 21% | 2% | 6% | -22%
Cc1ccc(C2CC(c3ccco3)n3nc(N)nc3N2)cc1 (configuration not stated) | -4% | -9% | 0% | -16% | 19% | 14% | 17% | 6%
CCN(CC)CCN(CC(=O)N(C1CCCCC1)C1CCCCC1)C(=O)c1cccnc1 | 22% | -11% | 5% | 3% | -8% | 0% | -1% | 18%
CCC1=Nc2cc(C(=O)NCc3ccco3)ccc2Sc2ccccc21 | 38% | -14% | 10% | -2% | ? | 23% | 20% | -30%
